CendR NRP1 mod: alters CendR peptide binding to human NRP-1; FAM-RPARPAR peptide binding to NRP-1, fluorescence polarization; AID 602438; hit rate 0.85% among 360,000; inhibition, % at 25 µM;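 active = inhibition or corrected inhibition above about 18%, plus a signal ratio from 0.5 to 1.5, limit read from the data, passing the limit was not always enough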; also: strong numbers were not always called active
FAS-TE inh: blocks the thioesterase domain of human fatty acid synthase; recombinant FAS-TE, OMFH fluorogenic substrate, fluorescence endpoint; inhibition, % at 15 µM; hit rate 0.67% among 360,000; P49327;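 active = compounds whose normalised, plate-corrected inhibition of enzyme fluorescence in the single-dose primary screen is 50% or more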;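 also: 0% = DMSO with enzyme and 100% = substrate without enzyme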
MLLE-PAM2 inh: inhibitors of microRNA-mediated deadenylation, human PABP1 MLLE binding. P11940. GST-MLLE / FITC-PAM2 fluorescence polarization. inhibition, % at 20 µM. hit rate 0.36% among 360,000; in the data active = inhibition above about 35%, passing the limit was not always enough;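 also: plate controls were DMSO wells with GST-MLLE for no effect and wells lacking GST-MLLE protein for full effect; some results filed as inactive read as strong as hits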
eLon inh: E. coli protease La inhibition | hit rate 0.42% among 360,000 | P0A9M0 | purified E. coli Lon protease, fluorescence polarization | AID 602123 | inhibition, % at 7.94 µM; in the data active = inhibition above about 13%, passing the limit was not always enough;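 also: 0% = enzyme with probe and DMSO and 100% = no enzyme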
Target sequence (P0A9M0 whole entry, looked up): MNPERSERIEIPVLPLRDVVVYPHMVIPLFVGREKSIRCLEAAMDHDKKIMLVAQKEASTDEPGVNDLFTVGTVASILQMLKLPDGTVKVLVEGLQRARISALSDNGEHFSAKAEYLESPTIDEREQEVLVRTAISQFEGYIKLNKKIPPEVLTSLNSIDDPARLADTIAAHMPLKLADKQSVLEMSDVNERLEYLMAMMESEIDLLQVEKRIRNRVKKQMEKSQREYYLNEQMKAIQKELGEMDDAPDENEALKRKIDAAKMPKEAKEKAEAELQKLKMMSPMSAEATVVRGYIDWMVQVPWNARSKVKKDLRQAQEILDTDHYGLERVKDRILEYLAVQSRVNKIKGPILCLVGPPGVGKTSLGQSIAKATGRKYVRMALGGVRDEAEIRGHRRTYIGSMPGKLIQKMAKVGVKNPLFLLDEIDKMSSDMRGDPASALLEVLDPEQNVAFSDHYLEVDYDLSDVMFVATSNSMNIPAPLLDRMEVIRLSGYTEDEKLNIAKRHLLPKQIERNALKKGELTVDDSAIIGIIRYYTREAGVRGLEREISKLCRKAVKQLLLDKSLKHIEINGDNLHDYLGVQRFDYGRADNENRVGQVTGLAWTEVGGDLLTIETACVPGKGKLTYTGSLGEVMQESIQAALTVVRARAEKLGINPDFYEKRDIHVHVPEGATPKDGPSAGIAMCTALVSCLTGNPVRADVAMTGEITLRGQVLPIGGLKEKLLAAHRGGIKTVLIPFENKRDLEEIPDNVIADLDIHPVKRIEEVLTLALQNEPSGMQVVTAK
SKN-1 inh: inhibitors of C. elegans SKN-1; hit rate 0.49% among 360,000; AID 624304; inhibition, % at 21.8 µM; C. elegans VP596 Pgst-4::GFP/RFP ratio, acrylamide-induced, 24 h;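 active = interference check ratio from 0.5 to 1.5 plus GFP to RFP signal ratio inhibition reaching or exceeding a fixed threshold, cut at about 30% in these data, passing the limit was not always enough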; also: some compounds called inactive have numbers as strong as hits
MT1-MMP act inh: MT1-MMP (human) activation inhibition. HT1080 RFP-PRO-GFP cells, GFP/RFP ratio fluorescence, overnight; percent of plate control window, DMSO zero. AID 651647. hit rate 0.061% among 360,000. GFP/RFP ratio change, % at 20 µM. P50281;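 active = GFP/RFP ratio change of at least 30% with cell ATP level not reduced by more than half and red fluorescence within 50% of control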; also: strong numbers were not always called active
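Test system: HT1080 RFP-PRO-GFP cells; Benchmarks: DMSO and RFP-L50D-GFP cell wells; Timing: cells overnight before dosing, compound overnight, 37 °C, 5% CO2; Compound: one 20 µM compound dose with 1% DMSO; Read-out: GFP/RFP fluorescence ratio.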
Tb MetRS inh: Trypanosoma brucei MetRS inhibition; purified T. brucei MetRS, ATP depletion, Kinase-Glo luminescence; inhibition, % at 11.9 µM; hit rate 0.4% among 360,000; AID 624268;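 active = inhibition above a per-plate cutoff of the control wells' mean inhibition plus 3 SD, cut at about 5.5% in these data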;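 also: 0% = DMSO wells median and 100% = median of wells with control inhibitor compound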
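technique = Kinase-Glo luminescence, ATP depletion format | system = purified MetRS (methionyl-tRNA synthetase) enzyme from Trypanosoma brucei | timing = 15 min preincubation, 2 h reaction, all 25 °C | evaluation = percent inhibition versus plate control medians | dosing = single dose, 11.9 µM final nominal, 0.9% final DMSO | also added = substrates ATP, L-methionine and bulk Escherichia coli tRNA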
bovine MsrA act: activates bovine MsrA enzyme; purified bovine MsrA, absorbance read-out; AID 602163; activation, % at 10.6 µM; hit rate 0.3% among 360,000; in the data active = activation above about 7.5%;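 also: 0% = vehicle and 100% = reference activator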
MsrA inhibitor: inhibits bovine methionine sulfoxide reductase A; purified bovine MsrA, absorbance read-out; inhibition, % at 15.5 µM; hit rate 0.75% among 360,000; AID 651718; in the data active = inhibition above about 4.5%;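 also: 0% = vehicle wells with enzyme and 100% = reference inhibitor wells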
The depositor's hits bear a star; / = no result given. No enrichment for hits, and some 4% of all compounds hit somewhere here.

Molecule	CendR NRP1 mod	FAS-TE inh	MLLE-PAM2 inh	eLon inh	SKN-1 inh	MT1-MMP act inh	Tb MetRS inh	bovine MsrA act	MsrA inhibitor
CCc1cccc(NC(=S)N2CCC(c3ccccc3)C2)c1 (stereo not drawn)	2	21	-130	-2	3	1	-0.2	3	-0.9
COc1ccc(NC(=O)CSc2nnc(-c3ccccc3)n2Cc2ccco2)cc1OC	-2	-1	-18	0	-3	1	-0.4	-2	-0.1
Cc1ccc(-n2ncc3c(SCc4cccnc4)ncnc32)c(C)c1	-4	-12	11	-2	10	-5	-0.6	-3	0.4
CC(Nc1nc(N2CCN(S(C)(=O)=O)CC2)nc2ccccc12)c1ccccc1 (stereo not drawn)	17	8	-6	-12	-17	6	0.5	-1	-0.3
CC(/C=C1\N=C(SCc2ccccc2Cl)SC1=O)=C\c1ccccc1	-16	9	4	-7	-6	-7	-0.6	-2	0.0
COC(=O)C[C@@H]1CC[C@@H](NC(C)=O)[C@@H](CO)O1	9	/	/	/	-2	-2	-1.2	/	0.5
COc1ccc(-c2noc(CCC(=O)N3CCN(c4ccc(Br)cc4)CC3)n2)cc1	10	-5	4	-3	-9	4	-0.2	5	-0.4
COc1ccc2c(c1)c1nc3n(c(=O)c1n2CC(=O)Nc1ccccc1)CCCS3	11	-3	-3	9	-12	2	-0.1	-6	-0.2
CC(C)c1ccc(NC(=O)C2Cc3c(-c4ccc(Cl)cc4)ccnc3O2)cc1 (stereo not drawn)	4	29	15	9	19	8	0.4	-9	1.3
N#CCc1ccc(NC(=O)/C=C/c2ccc([N+](=O)[O-])o2)cc1	-14	6	-4	-11	-15	-42	-0.3	3	/
CC1CCCC(C)N1/N=C/c1ccccc1C(=O)O (stereo not drawn)	3	-4	14	0	-5	1	-0.4	-1	-1.4
COc1cccc(NC(=S)NCc2cccs2)c1	5	-5	-23	12	3	3	1.0	-2	-1.1
CN1CCCN(C(=O)c2ccc(Cl)s2)CC1	-16	-4	-3	2	8	-4	-0.2	-4	0.5
Cc1cc(NC(=O)C2CCCN2C(=O)Nc2cccc(Cl)c2)ccc1-n1cnnn1 (stereo not drawn)	6	2	-1	-7	4	-3	-0.1	-5	-0.5
CSCCC(NC(=O)COc1ccccc1)C(=O)NC1CCC(C)CC1 (stereo not drawn)	4	7	14	2	-12	-2	-0.4	-2	1.0
Cc1cc(C)c(C(=O)Nc2cccc(F)c2)c(Cl)n1	2	-5	3	-1	3	3	-0.3	-4	-1.1
Cc1onc(-c2ccccc2)c1-c1nnc(CN2CCN(S(=O)(=O)c3ccccc3)CC2)o1	-13	13	-3	0	-12	0	-0.3	-7	-0.5
CCCc1nc2nc(C)c(NS(=O)(=O)c3ccc(CC(C)C)cc3)c(=O)n2[nH]1	1	1	-4	0	2	3	-0.7	-12	-1.0
Cc1ccc(C(=O)NCCc2nnc3c(C(F)(F)F)cc(Cl)cn23)o1	8	-8	-8	4	8	2	-0.4	0	-1.1
CC(=O)N1Cc2cc(C(=O)NCc3cccc(F)c3)nc(-c3cccc(C4=CCCC4)c3)c2[C@H]1CCO	8	1	/	-5	-2	1	-0.4	0	-0.8
Cc1cc(=O)oc2cc(OC(=O)c3ccccc3)ccc12	-10	17	-14	23	7	-2	0.0	6	2.2
COc1ccc(N(CC(=O)NCCc2ccc(Cl)cc2)S(=O)(=O)c2c(C)[nH]c(=O)[nH]c2=O)cc1	-10	-9	11	11	0	-2	-0.7	-7	0.5
Cc1ccc2cc(CN(Cc3nnnn3C3CCCCC3)CC3CCCO3)c(=O)[nH]c2c1 (stereo not drawn)	7	-2	1	-9	6	-1	-0.5	-2	0.2
Cc1nc2cc(C(=O)NCc3ccc4c(c3)OCO4)ccc2n1-c1ccc(Br)cc1	-3	18	7	-3	-8	-2	-0.6	-5	2.1
COc1ccc(CCn2c(C3CCCCC3)nc3c(c(=O)c4ccccc4n3C)c2=O)cc1OC	-13	12	-4	-4	-3	-5	-1.0	1	-0.3
C[C@@H]1CN([C@H](C)CO)C(=O)CCCn2cc(nn2)CO[C@H]1CN(C)S(=O)(=O)c1cccc(F)c1	0	-7	14	-6	13	2	-0.1	2	-0.1
COc1ccc(/C=C(\NC(=O)c2cccs2)C(=O)Nc2ccc(C)cc2)cc1OC	-3	-23	11	-1	10	5	0.0	-6	-0.3
O=C1C2C3C=CC(C3)C2C(=O)N1/N=C/c1cc(Br)cc([N+](=O)[O-])c1O (stereo not drawn)	-37	5	-2	2	-18	-5	0.0	0	0.8
CCCCC(=O)NCCc1cc2c(OC)ccc(OC)c2[nH]c1=O	-3	-9	-6	-6	-22	5	-1.4	-5	0.8
Cc1cc(C)cc(NC(=O)COC(=O)CCCC2=NS(=O)(=O)c3ccccc3N2)c1	2	0	-11	4	-4	6	-0.4	-5	-0.4
O=C(C1CCC1)N1CCc2cc(S(=O)(=O)NC3CCCc4ccccc43)ccc21 (stereo not drawn)	1	31	-13	-1	16	1	-0.3	-3	2.0
COC(=O)[C@H](NCc1ccc(OC)c(B(O)O)c1)C(C)C	-10	-11	7	4	-14	2	-1.9	-4	-0.5
CCN1/C(=C2/SC(=S)N(NC(C)=O)C2=O)Sc2ccccc21	-69	-11	-36	-28	12	-12	0.1	-2	-0.7
COc1cc(OC)c2c(c1)O/C(=C\c1ccccc1)C2=O	1	1	-3	-1	17	2	0.2	-4	0.9
Cc1ccc(C)c(OCc2ccc(C(=O)N3N=C(C(F)F)CC3(O)C(F)F)o2)c1 (stereo not drawn)	0	15	0	4	11	3	-0.4	-2	0.5
CN1c2ccccc2-c2ccccc2S1(=O)=O	10	6	-6	-3	-20	3	0.7	-2	0.7
Cn1ccc2c(-c3ccc4c(c3)OCCO4)cc3c(c21)C1CCC3C1 (stereo not drawn)	1	10	3	8	3	-4	-0.7	-8	0.4
COc1cc(C(=O)NCc2ccc(-c3nc4ccccc4o3)cc2)cc(OC)c1OC	-1	-3	-22	-13	3	3	-0.2	-10	1.2
O=C(Nc1ccc2nc(C(F)(F)F)[nH]c2c1)[C@@H]1O[C@H](CO)[C@@H](O)[C@H]1O	3	-5	-3	-2	12	-3	-0.1	1	1.4
Cc1ncsc1CCOC(=O)C1C2CC3CC(C2)CC1C3 (stereo not drawn)	-5	25	-1	6	9	-1	-0.2	-4	-0.5
O=C(NCC(=O)N(CC1CCCO1)C1(C(=O)NC2CCCCC2)CCCCC1)c1ccccc1 (stereo not drawn)	7	-8	-8	12	2	0	-0.7	2	-0.2
Nc1ccn([C@@H]2O[C@H](CNCC3=CCOc4ccc(O)cc43)[C@@H](O)[C@H]2O)c(=O)n1	5	-4	-14	2	0	2	1.0	-1	0.0
CSCC[C@H](NC(=O)C1CCN(S(=O)(=O)c2ccccc2)CC1)C(=O)NC1CC1	8	-7	18	2	-3	-2	-0.5	-2	0.3
COc1cc(CNn2cn[nH]c2=S)cc(Br)c1OCc1ccccc1F	-12	-2	-10	2	-7	5	-0.8	-4	0.9
COc1ccccc1-c1cnc(C(O)c2ccccc2)[nH]1 (stereo not drawn)	14	-2	3	-7	3	1	0.4	-1	0.7
CCN(CC)C(=O)Cn1cc(SCC(=O)NCc2ccco2)c2ccccc21	-7	-2	18	4	-5	-1	-1.1	-7	0.3
O=C(NCc1ccncc1)c1ccccc1Nc1ccc(SC(F)F)cc1	8	15	-1	-2	-4	-2	-0.4	0	1.6
Nc1nnc(SCC(=O)Nc2cc(S(=O)(=O)N3CCOCC3)ccc2Cl)s1	1	-6	12	0	14	5	-0.3	-1	-0.1
CN(C)S(=O)(=O)c1cc(NC(=O)COC(=O)C2COc3ccccc3O2)ccc1Cl (stereo not drawn)	-2	-3	2	-5	4	1	0.1	-2	-0.2
Cc1ccc(C)c(OCc2cc(C(=O)NC3CCOC(C)(C)C3)no2)c1 (stereo not drawn)	18	4	5	-14	26	0	-0.2	-3	-0.3
Cc1csc2ncnc(NC3CCN(Cc4ccccc4)CC3)c12	3	2	-21	-3	11	-4	-0.3	-3	-0.4
Cc1ccc(N2C(=O)Nc3ccccc3C2(O)C(=O)N2CCN(c3ccccn3)CC2)cc1C (stereo not drawn)	-3	-2	-4	-1	2	-2	-0.5	0	1.7
O=C(Cn1nnc2ccccc2c1=O)N[C@@H](Cc1ccccc1)C(=O)O	12	-3	8	1	1	0	-0.6	-9	-0.5
CC1(c2cccc(N)c2)OCCO1	1	-9	1	4	10	-4	-0.3	-9	-1.5
CCOCCCNC(=O)c1cccs1	7	-9	-3	5	16	3	-0.1	1	-0.3
Cc1cc(-c2ccc(S(=O)(=O)N3CCc4ccccc4C3)s2)on1	-6	1	6	-12	21	1	-1.4	-8	0.0
CC(C)COc1ccc(C(=O)NC(CC(C)C)C(=O)O)cc1 (stereo not drawn)	2	-5	18	-9	-4	4	-1.1	-1	0.8
COC(=O)c1ccc(C#Cc2ccccc2)o1	11	21	2	0	37*	1	-0.9	-4	0.9
Cc1n[nH]c(C)c1CCC(=O)N/N=C/c1cccs1	11	-5	-2	0	-10	6	-0.9	-2	-1.0

Record cards, as listed above:
Results for COC(=O)c1ccc(C#Cc2ccccc2)o1 → CendR NRP1 mod: 11; FAS-TE inh: 21; MLLE-PAM2 inh: 2; eLon inh: 0; SKN-1 inh: 37*; MT1-MMP act inh: 1; Tb MetRS inh: -0.9; bovine MsrA act: -4; MsrA inhibitor: 0.9
Results for O=C(NCC(=O)N(CC1CCCO1)C1(C(=O)NC2CCCCC2)CCCCC1)c1ccccc1 (stereo not drawn) → CendR NRP1 mod: 7; FAS-TE inh: -8; MLLE-PAM2 inh: -8; eLon inh: 12; SKN-1 inh: 2; MT1-MMP act inh: 0; Tb MetRS inh: -0.7; bovine MsrA act: 2; MsrA inhibitor: -0.2
